Compound activity (PubChem BioAssay)
HT1080-NT tox: kills 2HG-producing HT-1080-NT fibrosarcoma cells; HT-1080-NT fibrosarcoma viability, CellTiter-Glo ATP luminescence, 48 h; AID 686970; Potency, µM (top dose mostly 46.1 µM), for inactives: at the top dose activity, negative = less viability, usual class: cytotoxic; 1.6% of 360,000 active;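 also: NT is the 2HG producing partner of a matched IDH1 knockdown line; 0% = DMSO-treated cells and -100% = media-only wells without cells; nearly all actives have a fitted effect of over 55% in size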
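Toxicity toward the 2HG-producing NT line was scored as %Activity, normalised to DMSO and no-cell wells, from CellTiter-Glo luminescence after 48 hours' treatment.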
GLP1R ag: activates the human GLP-1 receptor; P43220; HEK293 GLP-1R CRE-luciferase, luminescence, 4-6 h; cells express a hypersensitive GLP-1R form; Potency, µM (top dose mostly 45.6 µM), without a hit: at the highest dose activation, usual class: activators; 0.007% of 380,000 active; also: % of control where 0% means no effect
Target sequence (P43220 whole entry, looked up): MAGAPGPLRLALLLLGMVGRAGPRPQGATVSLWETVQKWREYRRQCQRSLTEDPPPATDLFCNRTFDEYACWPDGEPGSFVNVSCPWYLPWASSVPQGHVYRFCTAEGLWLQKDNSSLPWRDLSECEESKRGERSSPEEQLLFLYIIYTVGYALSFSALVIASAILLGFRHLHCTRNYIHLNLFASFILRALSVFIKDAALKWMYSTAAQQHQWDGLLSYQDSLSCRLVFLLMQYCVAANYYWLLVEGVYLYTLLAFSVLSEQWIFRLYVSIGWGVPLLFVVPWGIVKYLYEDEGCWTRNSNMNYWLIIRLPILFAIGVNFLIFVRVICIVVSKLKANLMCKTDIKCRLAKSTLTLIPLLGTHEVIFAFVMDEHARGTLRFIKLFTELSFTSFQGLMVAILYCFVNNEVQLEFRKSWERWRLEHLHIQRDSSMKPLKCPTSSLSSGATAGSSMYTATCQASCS
KB-3-1 cytotox: kills parental KB-3-1 adenocarcinoma cells; KB-3-1 viability, CellTiter-Glo ATP luminescence, 72 h; Potency, µM (top dose mostly 46.1 µM), without a hit: top-dose activity change, negative = cytotoxic, usual class: cytotoxic; 1.4% of 400,000 active; AID 1347075; also: % is scaled to controls: 0 for no effect and ±100 for the full control effect; nearly all actives have a fitted effect of over 60% in size
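Cells are dispensed, compounds pinned in, plates held at 37 °C for 72 h, then CellTiter-Glo is added and luminescence read after 10 minutes. Cell line: parental KB-3-1 in phenol-red-free DMEM, 10% FBS.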
GLP1R inv ag: inverse agonists of human GLP-1 receptor; P43220; HEK293 GLP-1R CRE-luciferase, luminescence, 24 h; GLP-1R form is constitutively active; Potency, µM (highest dose often 38.3 µM), for the others: at the top dose activity change, negative = inhibition, hits mostly inhibitors; 1.6% of 410,000 active; AID 624417; also: % is scaled to controls: 0 for no effect and ±100 for the full control effect; nearly all actives have a fitted effect of over 55% in size
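Luminescence readout: a drop in cAMP-driven luciferase signal flags inverse agonism at a constitutively active GLP-1R stably expressed in HEK293. Compound exposure lasted 24 hr at 37 deg C, 5% CO2.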
HEK293 tox: cytotoxic in the GLP-1 receptor inverse agonist counter-screen; HEK293 cAMP-luciferase reporter cells, luminescence, 24 h; Potency, µM (top dose mostly 38.3 µM), for inactives: at the highest dose activity change, negative = inhibition, usual class: inhibitors; 0.13% of 410,000 active; AID 624418;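 also: loss of luciferase light is scored as toxicity; % is scaled to controls: 0 for no effect and ±100 for the full control effect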
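Quantitative HTS format, 1536 wells, 200 cells/uL seeded. Compounds: 23 nL, 24 h, 37 °C. Detection: luciferase reagent, luminescence at 12 min RT; decreased signal taken as cytotoxic.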
SW480 rereplic: inducers of DNA re-replication in SW480 colon cancer cells; SW480 DNA re-replication, Hoechst DNA content imaging, 48 h; Potency, µM (doses to about 46.1 µM), without a hit: top-dose re-replication activation, usual class: activators; 1.8% of 340,000 active; also: % of control where 0% means no effect; nearly all actives have a fitted effect of over 55% in size
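Treated cells incubate 48 hr (37 C, 5% CO2), are stained 40 min with Hoechst, and nuclear fluorescence is enumerated; a rise in nuclei with high DNA signal marks re-replication.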
HT1080 IDH1KD tx: toxicity to HT-1080 IDH1 knockdown cells (counter line). HT-1080 IDH1 knockdown viability, ATP luminescence, 48 h. Potency, µM (top dose mostly 46.1 µM), inactives show at the highest dose activity, negative = toxicity, actives largely listed as cytotoxic. 2% of 360,000 active;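 also: 0% = DMSO wells and -100% = cell-free medium wells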
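Assay cells: HT-1080 with IDH1 knockdown, 750 per well, RPMI/5% FBS. Exposure: 48 h at 37 °C following 2 h pre-incubation. Read: CellTiter-Glo luminescence; fitted concentration-response, curve class assigned.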
KB-V1 cytotox: kills drug-selected multidrug resistant KB-V1 cells | KB-V1 MDR cells viability, CellTiter-Glo, 72 h | Potency, µM (series often up to 46.1 µM), for inactives: at the top dose activity change, negative = cytotoxicity, actives largely listed as cytotoxic | 3.4% of 400,000 active; also: % is scaled to controls: 0 for no effect and ±100 for the full control effect; nearly all actives have a fitted effect of over 60% in size
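Cells of the MDR subline KB-V1 are plated, dosed with compound at multiple concentrations, and incubated 72 h at 37 degrees C; CellTiter-Glo is then added and luminescence read after 10 min.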
TDP43 rescue: rescues yeast growth from TDP-43 toxicity | 1.8% of 410,000 active | TDP-43 expressing yeast growth rescue, BacTiter-Glo, 24 h | Potency, µM (series often up to 46.1 µM), without a hit: at the highest dose growth rescue (activation), hits mostly activators; also: % of control where 0% means no effect; nearly all actives have a fitted effect of over 50% in size
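Yeast expressing TDP-43 (pregrown in raffinose, seeded at OD600=0.02 in galactose medium) exposed to compounds 24 hr at 30 deg C. Growth read by BacTiter-Glo luminescence; rescue of toxicity appears as increased signal.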
Active calls of the source: *; u = inconclusive; x = no result given; [ ] = another dose, or the depositor's remark. Calls follow the shape of the dose curve; as a rule, active = well fitted curve in the direction sought with a large enough effect; inconclusive = small, poorly fitted or top-dose-only effect, or another doubt; inactive = no such curve, though single readings can be large; an effect the other way counts as inactive or inconclusive. Potency is read from the fitted curve at half-maximal effect.

SMILES | HT1080-NT tox | GLP1R ag | KB-3-1 cytotox | GLP1R inv ag | HEK293 tox | SW480 rereplic | HT1080 IDH1KD tx | KB-V1 cytotox | TDP43 rescue
CS(=O)(=O)N(Cc1ccccc1)c1ccccn1 | 4% | 10% | 10% | 4% | 4% | -9% | 5% | 6% | -3%
NC1=NC(c2ccccc2)=NC1(NC(=O)c1ccccc1)C(Cl)Cl (stereo not given) | 0% | -4% | 1% | 14% | 0% | -22% | 11% | -5% | -7%
COC(=O)c1ccc2c(c1O)C(=O)c1ccccc1C2=O | u | -10% | u | 0% | -10% | u | u | u | 7.9µM*
Cn1c(CSCc2ccc(F)cc2)nnc1SCC(=O)N1CCN(c2ccccc2)CC1 | -23% | -10% | u | u | -21% | -5% | -21% | 16µM* | 0%
COc1ccc(N=c2oc3cc(O)ccc3cc2C(=O)NCC2CCCO2)c(OC)c1 (stereo not given) | 4% | 8% | 1% | 92%[activator] | 364%[activator] | u | 9% | -18% | -7%
CC(=O)c1cccc(S(=O)(=O)N2CCC(c3nc4ccccc4[nH]3)CC2)c1 | -3% | 10% | -1% | 3% | 13% | -3% | -3% | -10% | 0%
CCNC(=O)/C(=C/c1cccc([N+](=O)[O-])c1)NC(=O)c1ccc(C)cc1 | -1% | 5% | 3% | 5% | 3% | -192%[inhibitor] | 1% | 0% | -1%
CC(Nc1nc2ncn(Cc3ccccc3)c2c(=O)[nH]1)C(=O)O (stereo not given) | 12% | 1% | 19% | 0% | 2% | -4% | 8% | 0% | -3%
O=C(COC(=O)/C=C/c1ccc([N+](=O)[O-])cc1)NNC(=O)c1ccccc1 | 5% | -14% | -3% | 11% | -1% | -7% | 15% | 27% | u
CCOc1ccc(C(=O)N2CCN(Cc3cc(=O)n4nc(-c5cccc(OC)c5)sc4n3)CC2)cc1 | x | x | -16% | -3% | 7% | x | x | -5% | 22%
CCCS(=O)(=O)c1nc(S(=O)(=O)c2ccc(C)cc2)c(N2CCC3(CC2)OCCO3)s1 | 28% | 4% | 9% | -20% | 3% | -8% | 20% | u | 2%
Cc1c(C(=O)O)sc2nc3n(c(=O)c12)CCC3 | 13% | 0% | 1% | -12% | -11% | u | 22% | 4% | -23%
O=C(COC(=O)c1cccc(OC(F)F)c1)NC(=O)NC1CCCCC1 | 0% | 11% | 9% | -6% | 2% | u | -1% | 18% | u
CCOC(=O)c1ccc(-n2c(C)nc3ccccc3c2=O)cc1 | 9% | -4% | 4% | -37% | -12% | -9% | 10% | -14% | 2%
COc1ccc(S(=O)(=O)N2CCOC2CNC(=O)C(=O)NCCCN2CCOCC2)cc1OC (stereo not given) | 8% | 10% | 1% | 20% | -12% | -8% | 9% | 4% | 2%
Cc1cc(C)cc(NC(=S)/C(=C(\[O-])c2ccc(Cl)s2)[n+]2cccc(C)c2)c1 | -13% | -12% | 3% | u | 2% | 3% | -16% | -8% | 8%
COc1ccccc1CN1C(=O)[C@@H]2C(CC(N)=O)NC3(C(=O)Nc4c3ccc(Cl)c4C)[C@@H]2C1=O (stereo not given in full) | -3% | 8% | 4% | -8% | -10% | -5% | -27% | 13% | -13%
O=C(c1ccccc1Cl)N1CCSCC1 | 18% | 6% | 6% | 27% | 4% | u | 15% | 5% | 8%
Cc1c(C)c2c(OCC(=O)NC3CC3)cc3c(c2oc1=O)CCC(C)(C)O3 | 1% | 22% | 0% | 14% | -7% | 1% | 0% | -6% | 3%
O=C(CCc1nc2ccccc2c(=O)[nH]1)NCC(=O)Nc1ccc(F)c(F)c1 | -4% | 0% | 4% | 2% | 12% | -2% | -6% | -5% | 19%
COc1ccc(S(=O)(=O)N(CC(=O)O)c2ccccn2)cc1 | -2% | -2% | 13% | 9% | -6% | 0% | 2% | 4% | 17%
Cc1nc(SC2CC(=O)N(c3ccc([N+](=O)[O-])cc3)C2=O)nc2c1CCCC2 (stereo not given) | -1% | -6% | -1% | 6% | 0% | -12%[9.22 µM] | 10% | 5% | -2%
CCCNC(=O)C1Cc2cc(S(=O)(=O)N3CCCCCC3)ccc2N1C(C)=O (stereo not given) | x | x | 9% | 11% | 3% | x | x | 4% | 1%
CCOc1ccccc1-c1nc(C(N)=O)c2[nH]c(=O)n(-c3cccc(C)c3)c2n1 | -22% | 1% | -4% | 14% | -7% | 10% | -29% | u | 11%
Clc1nc2ccccc2cc1/C=N/Nc1nc2ccccc2[nH]1 | u | 18% | -2% | 43%[activator] | 10% | 2% | -6% | -26% | -16%[9.22 µM]
Cc1ccc(-c2noc(-c3ccccc3Br)n2)cc1 | -3% | -25% | -4% | -11% | 10% | -2% | -1% | -4% | -15%
Cn1c(=O)c2c(nc(Oc3ccc4ccccc4c3)n2C)n(C)c1=O | 4%[9.24 µM] | -14% | 2% | -19% | -2% | 2% | -27% | -2% | 5%
C=CCN(C(=O)c1csnn1)C(C(=O)NC1CCCC1)c1ccccc1 (stereo not given) | 0% | 10% | 8% | u | -1% | -15% | 1% | 0% | -7%
CCN1CCCC1CNS(=O)(=O)c1c(C)cc(C)cc1C (stereo not given) | -1% | 1% | u | -65% | 4.5µM* | 19% | -5% | -18% | -28%
CCc1ccc(NC(=O)c2cccnc2)cc1 | -5% | 0% | -2% | 2% | -18% | 2% | -2% | 12% | u
O=C1CC(c2ccc(O)c(O)c2)Oc2c1ccc(O)c2O (stereo not given) | -1% | 8% | 0% | 1% | -11% | u | -4% | 22% | 23%
COc1ccc(CCNC(=O)Oc2ccccc2)cc1OC | 12% | 7% | 4% | 22% | 3% | 14% | 9% | 22% | 9%
NC(=O)/C(=C\c1ccco1)NC(=O)c1ccco1 | -4% | -7% | u | -8% | 7% | x | 1% | -23% | -16%
COCCn1c(SCC(=O)NCCc2ccccc2)nnc1-c1ccco1 | 14% | 3% | 3% | -27% | -10% | -4% | -4% | u | -8%
Cn1cc(-c2ccc(Cl)cc2)cc(C#N)c1=O | 7% | 11% | 3% | 20% | 3% | 34% | 15% | 16% | 3%
O=C1CN(C(=O)CSc2nc3c(cnn3-c3ccccc3)c(=O)[nH]2)c2ccccc2N1 | 1% | 5% | 1% | 4% | -6% | -5% | 1% | 3% | -4%
C=CCNC(=S)Nc1nc2c(cc1C(=O)OCC)COC(C)(C)C2 | 0% | 2% | 2% | 8% | -5% | -7% | 2% | -14% | 8%
CN1CCN(CC(=O)N2CCn3c4c(c5cc(C6CCCCC6)ccc53)CCCC42)CC1 (stereo not given) | u | -4% | u | u | -12% | 24% | 23µM* | -10% | -4%
CCOC(=O)C1CCN(C(=O)CN(c2ccc(OC)cc2)S(=O)(=O)c2c(C)nn(C)c2C)CC1 | 16% | -3% | 7% | -1% | 4% | -4% | -3% | 0% | 0%
CCN1C(=O)C(CC(=O)Nc2ccccc2)N(Cc2ccccn2)C1=S (stereo not given) | 20% | 0% | 0% | u | -2% | -2% | -9% | -17% | -14%

Record cards, from the list above:
COCCn1c(SCC(=O)NCCc2ccccc2)nnc1-c1ccco1 reads HT1080-NT tox: 14%; GLP1R ag: 3%; KB-3-1 cytotox: 3%; GLP1R inv ag: -27%; HEK293 tox: -10%; SW480 rereplic: -4%; HT1080 IDH1KD tx: -4%; KB-V1 cytotox: u; TDP43 rescue: -8%
CN1CCN(CC(=O)N2CCn3c4c(c5cc(C6CCCCC6)ccc53)CCCC42)CC1 (stereo not given) reads HT1080-NT tox: u; GLP1R ag: -4%; KB-3-1 cytotox: u; GLP1R inv ag: u; HEK293 tox: -12%; SW480 rereplic: 24%; HT1080 IDH1KD tx: 23µM*; KB-V1 cytotox: -10%; TDP43 rescue: -4%

(list continues)
SMILES | HT1080-NT tox | GLP1R ag | KB-3-1 cytotox | GLP1R inv ag | HEK293 tox | SW480 rereplic | HT1080 IDH1KD tx | KB-V1 cytotox | TDP43 rescue
Cc1noc(C)c1CN(C(=S)NC1CC2CCC1C2)c1ccccc1 (stereo not given) | -3% | 5% | -2% | u | -7% | 0% | -21% | u | 0%
C/C(=N\NC(N)=S)c1ccc2c(c1)OCCO2 | 2% | 16% | u | u | -101% | -9% | 3% | u | 11%
CC(=O)Nc1ccc(NC(=O)Cc2sc(C)nc2-c2ccc(C)cc2)cc1 | 11% | 2% | 0% | 13% | 4% | -8% | 12% | 27% | 6%
O=C(CCC1N=C2c3ccccc3N=C(SCc3ccc(F)cc3)N2C1=O)NCc1cccs1 (stereo not given) | x | x | 10% | 8% | 9% | x | x | 4% | 8%
CCc1nc2ccc(C(=O)N(C)CCCN(C)C)cn2c1N(CC)CCOC | 18% | -7% | 0% | 24% | 7% | x | 17% | 5% | u
COC(=O)n1c(=O)oc2ccccc21 | 0% | -5% | 0% | 6% | -3% | 0% | 3% | 2% | 23%
COc1ccccc1NC(=O)c1sc(NC(=O)c2ccco2)c(C#N)c1C | 7% | 3% | 6% | 7% | 10% | u | 0% | -33% | -15%
CCOC(=O)C1(C)CCCCN1C(=O)c1cccs1 (stereo not given) | 26% | 8% | 0% | 3% | -2% | x | 25% | -3% | 26%
CC(=O)Nc1ccc(S(=O)(=O)N(C)CC(=O)OC(C)C(=O)N(C)C2CCCCC2)cc1 (stereo not given) | -8% | 0% | -1% | -29% | -5% | -1% | -2% | 21% | -25%
N/C(=N\OC(=O)c1ccc([N+](=O)[O-])cc1)c1cccnc1 | 22% | -3% | 6% | 13% | 4% | -9% | 19% | 0% | 8%
CC(C)c1ccc(NC(=O)CSc2nc(=O)n(CCCN3CCOCC3)c3c2CCCC3)cc1 | 0% | 0% | -21% | -4% | 3% | 1% | 9% | 10% | -15%
CC(=NNC(=O)c1cccc(S(=O)(=O)N2CCOCC2)c1)c1ccc(Cl)cc1 | -15% | 13% | 1% | u | -3% | x | -4% | u | -9%
COC(=O)c1sccc1-n1cccc1C(=O)C(=O)N1CCCC1 | 11% | 0% | 7% | 0% | 12% | -5% | 19% | -23% | 11%
